High-throughput results (PubChem BioAssay)
CXXC DNA block: inhibitors of human MLL CXXC domain-DNA interaction; Q03164; MLL-CXXC / FITC-HOXA9 DNA fluorescence polarization; Potency, µM (doses to about 115 µM), inactives show at the top dose activity change, negative = inhibition, usual class: inhibitors; 290,000 compounds, 0.037% hits; AID 2662; active means well fitted inhibition curve with a large enough effect in the polarisation, with a control signal flat, not every such curve was filed as active; inconclusive means small, poorly fitted or top-dose-only effect, or effect the other way, or a change in a side signal; inactive means no such curve, though single readings can be large or run the other way; the % refers to the polarisation; further: potency means the concentration at half of the fitted maximal effect
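Fluorescence polarization: 7 uM MLL-CXXC (stock) preincubated 5 min with compounds, then 50 nM fluorescein-HOX-A9 DNA (stock) added; 30 min ambient. Buffer 50 mM Tris-HCl pH 7.5, 50 mM NaCl, 1 mM DTT, 0.05% BSA.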
PKM2 activator: activators of human pyruvate kinase M2; purified PKM2, Kinase-Glo ATP luminescence, activation; response scale: 0% is enzyme alone, no compound; Potency, µM (doses to about 57.5 µM), for the others: top-dose activation, actives largely listed as activators; 260,000 compounds, 0.34% hits; P14618; further: potency means the concentration at half of the fitted maximal effect; on the % scale 0 is the no-effect control and ±100 the full control effect; nearly all actives have a fitted effect of over 55% in size
Target sequence (P14618 whole entry, looked up): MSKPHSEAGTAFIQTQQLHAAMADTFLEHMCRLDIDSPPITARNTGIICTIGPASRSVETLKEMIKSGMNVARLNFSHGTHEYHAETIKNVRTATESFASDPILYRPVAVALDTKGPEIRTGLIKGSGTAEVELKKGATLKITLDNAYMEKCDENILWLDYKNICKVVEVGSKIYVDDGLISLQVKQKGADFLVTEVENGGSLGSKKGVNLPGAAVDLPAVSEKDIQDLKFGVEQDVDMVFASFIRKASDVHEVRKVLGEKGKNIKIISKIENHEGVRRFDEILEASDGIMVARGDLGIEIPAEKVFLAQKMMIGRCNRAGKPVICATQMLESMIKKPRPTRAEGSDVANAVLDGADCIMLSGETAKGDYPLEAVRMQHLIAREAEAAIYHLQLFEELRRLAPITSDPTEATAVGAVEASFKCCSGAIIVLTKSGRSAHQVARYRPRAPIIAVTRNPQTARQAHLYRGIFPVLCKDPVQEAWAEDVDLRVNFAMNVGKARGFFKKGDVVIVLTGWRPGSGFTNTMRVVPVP
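hPK-M2, >95% pure; 0.1 mM ADP / 0.5 mM PEP final; imidazole pH7.2 buffer w/ 7 mM MgCl2, 50 mM KCl; 1 h RT; Kinase-Glo lum. Intermediate enzyme activity for dual inhibitor/activator qHTS.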
TRPV1 ag: activates the human vanilloid receptor TRPV1. Q8NER1. TRPV1-expressing cells, Fluo-8 calcium influx, agonist mode. 320,000 compounds, 0.19% hits. activation, % at 8.33 µM; in the data active means activation above about 80%; inconclusive means between about 30% and that limit; further: 0% is about no effect
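Fluo-8 calcium influx in TRPV1-expressing cells, kinetic read (ex 480/em 520 nm). Compound added and read 3 min for agonist activity, followed by capsaicin at EC20 final and 2 min further read for enhancement.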
Coupling enz: counter-screen for Giardia aldolase inhibitors: coupling enzyme system. 290,000 compounds, 0.67% hits. activity change, negative = inhibition, % at 58.2 µM, hits read low. coupling enzyme system counterscreen, AmpLite Red fluorescence; in the data active means activity change below about -30%; further: on the % scale 0 is the no-effect control and ±100 the full control effect
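Compounds tested against the coupling enzymes alone at 57.5 uM final; readout was AmpLite Red fluorescence (525/598 nm) after 20 min at RT.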
GALK inhibitor: galactokinase (human) inhibition; P51570; Purified GALK, Kinase-Glo residual ATP luminescence; Potency, µM (titrated, usually from 57.5 µM), for the others: top-dose activity change, negative = inhibition, usual class: inhibitors; 270,000 compounds, 0.007% hits; AID 1868; further: potency means the concentration at half of the fitted maximal effect; on the % scale 0 is the no-effect control and ±100 the full control effect
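Compounds were pin-transferred into ATP buffer (35 uM final), then GALK plus galactose (5 nM, 100 uM final) was added. After 1 h at room temperature, Kinase-Glo Plus was added and luminescence read after 10 min.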
hERG WT inh: KCNH2 (human, wildtype) channel inhibition; Q12809; U2OS, BacMam KCNH2, thallium flux FluxOr; active compounds read low; activity change, % at 1.84 µM; 340,000 compounds, 0.37% hits; AID 720551;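 active means maximum activity change below -70%; inconclusive means maximum activity change between -70% and -50%; inactive means maximum activity change above -50%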; further: on the % scale 0 is the no-effect control and ±100 the full control effect
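U2OS cells transduced with wild-type KCNH2 virus are loaded with FluxOr dye for 45 min, and thallium flux is measured in kinetic reads before and after stimulation buffer. Rate constants are normalized to DMSO controls.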
KCNH2 3.1 block: blocks the human KCNH2 3.1 channel isoform. 340,000 compounds, 0.95% hits. U2OS KCNH2 3.1, thallium flux FluxOr; active compounds read low. activity change, % (tested at about 1.8 µM);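 active means maximum activity change below -70%; inconclusive means maximum activity change from -70% to -50%; inactive means maximum activity change above -50%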;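 further: thallium influx rate constant from kinetic fluorescence after stimulation buffer; on the % scale 0 is the no-effect control and ±100 the full control effect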
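Steps: virus added to U2OS suspension (4 h, RT, dark); medium with 10% FBS added, cells plated, 37 C overnight; FluxOr/Red40 loading buffer 45 min RT; stimulation buffer, 2 min kinetic read; rate constant normalized.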
Giardia kill: Giardia lamblia killing | AID 540267 | Giardia lamblia trophozoite viability | 340,000 compounds, 0.15% hits | activity change, % at 7.66 µM, hits read low; in the data active means activity change below about -80%; inconclusive means between about -30% and that limit;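 further: parasites exposed to compound for two days anaerobically before the ATP read; on the % scale 0 is the no-effect control and ±100 the full control effect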
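Killing of trophozoites was scored by loss of ATP luminescence after a 48 hrs anaerobic exposure to compounds at 37 deg C, using 100 cells per well.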
B2AR arrestin: agonists driving beta-arrestin recruitment to human beta2-adrenergic receptor; P07550; Potency, µM (doses to about 46.1 µM), for the others: top-dose activation, hits mostly activators; beta-arrestin recruitment to beta2AR, cell-based reporter; AID 492947; 330,000 compounds, 0.02% hits;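 further: potency means the concentration at half of the fitted maximal effect; 0% = DMSO controls and full agonism = EC100 isoproterenol or metaproterenol; nearly all actives have a fitted effect of over 65% in size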
Target sequence (P07550 whole entry, looked up): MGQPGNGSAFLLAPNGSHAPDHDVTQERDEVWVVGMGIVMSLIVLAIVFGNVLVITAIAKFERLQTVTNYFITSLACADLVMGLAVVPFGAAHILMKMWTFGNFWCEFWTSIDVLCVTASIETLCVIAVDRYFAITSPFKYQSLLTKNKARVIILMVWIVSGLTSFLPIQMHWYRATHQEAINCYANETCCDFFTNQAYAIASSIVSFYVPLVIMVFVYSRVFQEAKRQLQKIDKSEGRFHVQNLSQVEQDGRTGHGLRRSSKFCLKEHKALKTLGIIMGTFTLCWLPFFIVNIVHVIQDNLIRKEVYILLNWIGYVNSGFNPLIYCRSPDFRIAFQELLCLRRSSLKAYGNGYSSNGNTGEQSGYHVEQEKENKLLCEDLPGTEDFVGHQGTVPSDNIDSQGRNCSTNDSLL
Menin MLL FP TR: menin-MLL binding inhibition, Texas Red mutant peptide; O00255; Menin + Texas Red MLL mutant peptide, fluorescence polarization; Potency, µM (doses to about 61.6 µM), without a hit: at the top dose FP activity change, negative = inhibition, actives largely listed as inhibitors; 270,000 compounds, 0.23% hits; active means well fitted inhibition curve with a large enough effect in the polarisation, with a control signal flat, not every such curve was filed as active; inconclusive means small, poorly fitted or top-dose-only effect, or effect the other way, or a change in a side signal; inactive means no such curve, though single readings can be large or run the other way; the % refers to the polarisation; further: potency means the concentration at half of the fitted maximal effect; % of control where 0% means no effect; many of its hits are not listed in these tables
USP2a block: USP2a (human) protease inhibition; 330,000 compounds, 0.01% hits; AID 463254; Potency, µM (doses to about 38.3 µM), inactives show at the top dose activity change, negative = inhibition, hits mostly inhibitors; O75604; USP2 core, Ub-CHOP2 coupled fluorogenic reporter, 485/531;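 further: potency means the concentration at half of the fitted maximal effect; plate controls were DMSO wells for no effect and full inhibition by NEM control for full effect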
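Cell-free coupled assay: 10nM USP2 core preincubated 30min RT with compound in Tris-HCl pH 8.0/CaCl2/CHAPS buffer, then 25nM Ub-CHOP2 and 25nM reporter substrate; fluorescence (Ex 485/Em 531) read after 60min RT, normalized to NEM inhibition, concentration-response curves fitted.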
The depositor's hits bear a star; ? = inconclusive; nt = not tested or not shown; [ ] = remark or other dose. Unless noted, the call rests on the fitted dose curve; in most records, active means well fitted curve in the direction sought with a large enough effect; inconclusive means small, poorly fitted or top-dose-only effect, or another doubt; inactive means no such curve, though single readings can be large; an effect the other way counts as inactive or inconclusive. The list is partial; count on the stated rates, not on these rows.

SMILES	CXXC DNA block	PKM2 activator	TRPV1 ag	Coupling enz	GALK inhibitor	hERG WT inh	KCNH2 3.1 block	Giardia kill	B2AR arrestin	Menin MLL FP TR	USP2a block
Cc1cc(NC(=O)/C=C/c2ccc(Br)cc2)no1	12%	-3%	1	3	0%	-3	3	-3	0.3%	12%	2%
Cc1ccc2c(c1)cc(CN(Cc1ccc3c(c1)OCO3)C(=O)c1cnccn1)c1nnnn12	5%	0%	13	0	10%	0	-96*	-8	0.1%	3%	2%
CCn1c(SCC(=O)O)nnc1C1CCCCC1	15%	-10%	1	-4	-3%	-16	11	-10	-0.1%	0%	-1%
CCOC(=O)CCCCC(=O)c1[nH]c(=O)[nH]c1Cn1ccnc1	-3%	5%	-1	-3	1%	6	9	-21	-0.4%	3%	2%
CCOC(=O)C1CN(S(=O)(=O)c2ccc(C)cc2)c2ccccc2O1 (stereo not given)	-1%	0%	24	-3	3%	0	-27	-1	0.2%	27%	-6%
CCOP(=O)(OCC)C(Nc1cccc(C(F)(F)F)c1)c1ccc(F)cc1 (stereo not given)	3%	-1%	?	0	0%	-5	6	5	-0.5%	?	2%
O=C(Cn1nc(Cc2cccnc2)c2ccccc2c1=O)NCC1CCCO1 (stereo not given)	2%	-1%	0	-2	0%	7	7	4	-0.4%	-8%	0%
Cc1nc2ccccc2n1CCCOc1ccccc1	0%	0%	?	1	2%	-4	4	-9	-0.4%	-3%	-1%
COc1cccc(OCC(O)CN2CCN(CCN3C(=O)c4cccc5cccc(c45)C3=O)CC2)c1 (stereo not given)	1%	0%	-1	-2	-2%	5	-16	5	0.3%	-19%	1%
CC(NS(=O)(=O)c1ccc(NC(=O)N2CCCCC2)cc1)c1ccccc1 (stereo not given)	-7%	0%	5	-2	-1%	-3	4	-4	-0.3%	0%	-1%
Cc1ccc(NC(=O)C2CCN(S(=O)(=O)c3ccc4c(c3)oc(=O)n4C)CC2)cc1	-3%	nt	-1	nt	-5%	18	-12	-10	0.1%	nt	4%
COC(=O)CN1C(=S)N(Cc2ccccc2)C(=O)C1CC(=O)Nc1ccc(Br)cc1 (stereo not given)	6%	-1%	13	0	-5%	-5	-9	-6	-0.8%	?	-2%
CC1CCN(S(=O)(=O)c2ccc3c(c2)c(=O)c(C(=O)NC2CCCC2)cn3C)CC1	-2%	5%	15	0	0%	8	-3	6	0.4%	9%	0%
CC(C)(C)c1cc2ncnc(N3CCCCC3)c2s1	11%	nt	?	-1	2%	0	8	-2	1.1%	?	-1%
Cn1c(C(=O)NCC2CCCO2)cc2c(=O)n(C)c3ccccc3c21 (stereo not given)	-9%	1%	4	-4	0%	4	-7	18	0.3%	-8%	2%
Nc1nc(C23CC4CC(CC(Cl)(C4)C2)C3)cs1	-5%	-11%	-1	-7	4%	0	2	-8	0.1%	nt	-5%
O=c1oc2ccccc2c(O)c1CN1CCCCC1	-6%	-2%	-4	1	0%	0	-7	-5	-0.3%	28%	-2%
CCNC(=S)N(Cc1ccco1)Cc1cc2cc(OCC)ccc2[nH]c1=O	-6%	3%	-1	1	-2%	22	-22	12	0.1%	10%	-3%
Fc1cccc(-c2cc3nc4c(c(NCc5ccco5)n3n2)CCCC4)c1	-10%	-3%	?	-4	1%	-10	-78*	4	-1.1%	0%	-2%
COc1ccccc1C(=O)Nc1ccc(C(=O)N2CCCCC2)cc1	?	-2%	3	2	-1%	-18	-2	6	0.9%	-3%	-2%
O=C(COC(=O)CSc1ccc(F)cc1)NNC(=O)c1ccc([N+](=O)[O-])cc1	nt	nt	0	nt	nt	-10	6	-12	-0.3%	nt	-1%
N/C(=N\OC(=O)c1ccc(OCC(F)(F)F)nc1)c1ccc(Cl)cc1	-13%	3%	1	-2	0%	4	6	-9	-0.1%	nt	0%
CCOc1ccc(NC(=O)NC(=O)N(C)S(=O)(=O)c2ccc(C)cc2)cc1	2%	4%	-2	-5	0%	-6	?	-16	-0.1%	5%	2%
COc1ccc(N2C(=O)c3ccccc3NC2c2cccnc2)cc1 (stereo not given)	19%	-2%	0	1	-2%	2	-19	39[activator]	-0.4%	-1%	1%
O=C(N/N=C\c1cc(Br)ccc1O)c1ccc(S(=O)(=O)N2CCCCC2)cc1	53%[activator]	-1%	?	1	2%	3	-14	9	-0.3%	?	0%
Cc1nc2ccccc2c(=O)n1NC(=O)Cc1ccc([N+](=O)[O-])cc1	-2%	-12%	1	-1	1%	4	18	14	-0.2%	6%	4%
O=C(CSc1nc(=O)n2cc(Cl)ccc2n1)Nc1cccc2ccccc12	nt	nt	0	nt	nt	10	-3	-12	-0.3%	nt	-3%
C=C(C)c1cccc(C(C)(C)NC(=O)NC2CCN(Cc3ccccc3)CC2)c1	-25%	nt	1	3	4%	14	-37	0	?	?	-1%
CN(CC(=O)Nc1ccc(F)cc1)C(=O)CSc1nncs1	4%	0%	0	nt	-7%	3	nt	9	-0.6%	nt	0%
O=C(COc1ccc2c3c(c(=O)oc2c1)CCC3)Nc1ccc(CCO)cc1	5%	nt	4	0	-6%	0	13	-23	-0.2%	-8%	6%
CCOC(=O)/C(C#N)=C1/C=CN(c2ccc(C)cc2)C=N1	16%	4%	1	2	4%	6	-16	-9	0.0%	-6%	0%
O=C(CCSc1ccc(Cl)cc1)N1CCN(S(=O)(=O)c2ccccc2)CC1	nt	nt	?	nt	nt	-10	-7	-6	-0.1%	nt	-7%
CC1(C)CC(=O)C(Sc2ccccc2[N+](=O)[O-])=C(O)C1	-6%	3%	-4	4	nt	0	-8	-18	-1.6%	4%	2%
Cc1cc(C)n2nc(SCC(=O)N/N=C/c3ccccc3F)nc2n1	0%	-12%	-2	-1	1%	-4	3	-1	0.3%	21%	-4%
Cc1c(C(=O)N2CCC3(CC2)CC(=O)c2ccccc2O3)cccc1[N+](=O)[O-]	nt	nt	?	nt	nt	-42	-33	?	0.3%	nt	4%
Cc1cnc([N+](=O)[O-])n1CCOC(=O)NC(=O)c1ccc(F)cc1	0%	5%	0	3	2%	4	32	?	0.2%	-17%	1%
COC(=O)CCC(=O)Nc1cccc(Br)c1	0%	6%	-3	1	2%	-2	-21	-1	0.3%	25%	3%
Cc1ccc(F)c(CNC(=O)C2CCC(=O)N(CCN3CCOCC3)C2)c1F (stereo not given)	0%	nt	-2	nt	4%	1	0	-2	0.0%	nt	-1%
CCCC1=NN(C(=O)C(=O)Nc2ccc(Br)cc2)C(O)(C(F)(F)F)C1 (stereo not given)	-1%	20%	1	2	-2%	-1	-4	-3	0.3%	?	10%
CCCC(=O)Nc1nc2ccc(NC(=O)c3c(F)c(F)c(OC)c(F)c3F)cc2s1	4%	-2%	5	2	-1%	5	26	17	0.3%	?	5%
CC[C@H](C)[C@@H]1NC(=O)c2cc([N+](=O)[O-])cc(F)c2NCCCC[C@@H](C(N)=O)NC(=O)[C@H](CC(N)=O)NC1=O	7%	5%	-4	1	nt	nt	nt	7	-0.9%	-1%	2%
CCCN(CC1CC1)S(=O)(=O)c1ccc(-n2cnnn2)c(OC)c1	-11%	-14%	-1	0	-1%	21	-5	14	-0.1%	3%	2%
CCOC(=O)C(Cc1ccccc1)c1ccnc2ncnn12 (stereo not given)	7%	-2%	2	1	4%	-10	-5	-7	-0.2%	-3%	0%
N#Cc1c(/N=C/N2CCCC2)oc(-c2ccccc2)c1-c1ccccc1	3%	-2%	?	-2	1%	-4	-22	4	0.0%	3%	0%
CCNC(=O)COC(=O)CCNC(=O)c1cccc(C)c1	5%	1%	-2	4	1%	-2	-4	9	-0.4%	7%	3%
Cc1cc(Cn2nc(C(=O)NCC3CC3)cc2-c2ccccc2)on1	nt	nt	-1	nt	nt	7	1	1	0.4%	nt	1%
Cn1c(=O)[nH]c(=O)c2c1nc(Br)n2CCCc1ccccc1	0%	2%	2	-1	-2%	nt	nt	nt	0.3%	4%	2%
N#Cc1sc2nc3c(c(-c4cccnc4)c2c1N)CCC3	-1%	-6%	7	-2	5%	3	-13	-6	-0.1%	-2%	-2%
Cc1ccc(S(=O)(=O)/N=C(/Nc2ccc([N+](=O)[O-])cc2[N+](=O)[O-])c2ccccc2)cc1	nt	nt	nt	nt	nt	4	-12	?	-0.4%	nt	2%
O=C(CN1CCN(C(=O)c2cccc(S(=O)(=O)N3CCCC3)c2)CC1)Nc1cccc(F)c1	nt	nt	2	nt	nt	26	6	1	0.0%	nt	0%
Cc1nn(C)c(C)c1CNC(=O)Nc1ccc(Cl)cc1	?	-9%	-9	-4	3%	-15	-3	-11	0.1%	15%	3%
